AmpC det inh – inhibitors of E. coli AmpC beta-lactamase with detergent | P00811 | purified AmpC, nitrocefin hydrolysis with detergent | Potency, µM (doses to about 28.7 µM), for inactives: at the highest dose activity change, negative = inhibition | 0.09% of 71,000 active | AID 584; active = well fitted curve in the direction sought with a large enough effect
Target sequence (P00811 whole entry, looked up): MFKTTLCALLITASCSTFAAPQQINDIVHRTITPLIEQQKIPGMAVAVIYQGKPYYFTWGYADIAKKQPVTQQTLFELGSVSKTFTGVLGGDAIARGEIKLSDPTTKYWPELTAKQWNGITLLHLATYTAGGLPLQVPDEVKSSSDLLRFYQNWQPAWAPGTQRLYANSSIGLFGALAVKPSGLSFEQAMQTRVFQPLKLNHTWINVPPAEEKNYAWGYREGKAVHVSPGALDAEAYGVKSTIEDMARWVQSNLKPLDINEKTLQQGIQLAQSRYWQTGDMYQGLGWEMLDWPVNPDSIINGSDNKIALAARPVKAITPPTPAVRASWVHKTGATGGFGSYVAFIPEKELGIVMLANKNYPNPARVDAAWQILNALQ
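E. coli AmpC (5.3 nM) in 20 mM phosphate pH 7.0 with 0.01% Triton X-100, preincubated 15 min RT with compound; nitrocefin (2 uL of 800 uM stock) hydrolysis followed by 480 nm absorbance every 20 s over 4 min.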
The depositor's hits bear a star; [ ] = dose if it differs, or a comment. % is scaled to controls: 0 for no effect and ±100 for the full control effect; potency is read from the fitted curve at half-maximal effect.

SMILES	AmpC det inh
COc1ccccc1N1CCN(C(=O)CN(c2cc(C)cc(C)c2)S(C)(=O)=O)CC1	10%
CC12CCC(C(=O)NCCN3CCCCC3)(CC1=O)C2(C)C (configuration not stated)	0%
O=C(OCc1nc(-c2ccccc2)oc1COC(=O)c1ccco1)c1ccco1	-3%
CC(=O)CC(C)C	7%
CC(C)OCCCNc1nc2c([nH]1)c(=O)n(C)c(=O)n2C	2%
COc1ccccc1-c1nccc(-n2ccnc2)n1	9%
COc1cc(C2SCCCCCCCCCCSC(c3ccc(O)c(OC)c3)SCCCCCCCCCCS2)ccc1O (configuration not stated)	-2%[5.75 µM]
COc1ccc(CCN2CC34C=CC(O3)C(C(=O)NCc3ccccc3)C4C2=O)cc1OC (configuration not stated)	1%
CCCn1c(SCC(=O)NCCc2ccc(Cl)cc2Cl)n[nH]c1=O	-3%
COc1cccc(-c2cc(C(F)(F)F)n3nc(C(=O)N4CCC5(CC4)OCCO5)cc3n2)c1	-3%
CCCCCc1c(O)c2ccccc2[nH]c1=O	8%
Cc1ccc(CNC(=O)c2ccc(CN3CCOCC3)cc2)cc1	2%
CCC1CCC(NC2CCCCNC2=O)CC1 (configuration not stated)	-4%
CCNc1ncc2nc(-c3cccc(C#N)c3)c(=O)n(CCC#N)c2n1	2%
N#CCCn1c(=O)cnc2cnc(OCc3ccccc3)nc21	8%
NC(=NC1C2CC3CC(C2)CC1C3)Nc1ccc(I)cc1 (configuration not stated)	1%
Cc1ccc(OCn2c(=O)sc3ccccc32)cc1	-1%
CC(C)NC[C@H](O)COc1cccc2ccccc12	-2%
CN(c1ccc(C(=O)N2CCCCC2)cc1)S(=O)(=O)c1ccccc1	-5%
COCC(=O)N1CCC2(CC1)CCN(C(=O)Nc1cccc(C#N)c1)CC2	2%
Cc1ccc2cc(CN(Cc3ccccc3)Cc3nnnn3C3CCCC3)c(=O)[nH]c2c1	0%
Cc1cnc(CNc2ccnc(-c3cccnc3)n2)cn1	12%
CCn1cc(C(=O)NC2CCC(C)CC2)c(=O)c2cc(S(=O)(=O)N3CCCCC3)ccc21 (configuration not stated)	-5%
O=C(NCc1ccco1)c1ccc2ccccc2c1	3%
COc1ccc(NS(=O)(=O)c2ccc3c(c2)Cc2ccccc2-3)cn1	-2%
Cc1ccc(NCc2nnc(SCC(=O)NCc3ccco3)n2CC2CCCO2)cc1Cl (configuration not stated)	-4%
COc1ccc(OCc2nn3c(-c4ccco4)nnc3s2)cc1	-1%
Cc1ccc2c(c1)nnn2C1CCN(CC(=O)Nc2ccccc2N2CCOCC2)CC1	-3%
CCOc1ccc(N(CC(=O)Nc2ccc(OC)cc2)S(=O)(=O)c2c(C)noc2C)cc1	6%
O=C(CSc1nnc(CNC(=O)c2cccs2)o1)NCCc1ccccc1	-4%
Cc1noc(C)c1C(=O)N1CCC2(CCN(C(=O)Nc3ccccc3)CC2)CC1	4%
c1cncc(-c2noc(C34CC5CC(CC(C5)C3)C4)n2)c1	-4%
O=C(NCc1ccco1)C1(c2ccccc2)CCCC1	0%
COc1ccc(-c2cc(C(=O)N3CCN(c4ccccn4)CC3)c3ccccc3n2)cc1	-3%
CCC1(CC)C(=O)N(C)C(=O)NC1=NCc1ccccc1	2%
COc1cccc(NC(=O)COc2ccc(N3CC(C(=O)NCC(C)C)CC3=O)cc2)c1 (configuration not stated)	-1%
CCc1nnc(NC2=NCCC2)s1	1%
Cc1cccc(NC(=O)CN2CCCN(S(=O)(=O)c3ccc(Br)s3)CC2)c1	9%
CCCCN1CCc2c([nH]c3ccccc23)C1=O	13%
COc1ccccc1-c1nnc(SC/C(O)=C(\C#N)c2nc3ccccc3[nH]2)n1C1CCCCC1	-4%
C=C(C)C1CC=C(CN2CCC(C(=O)OCC)CC2)CC1 (configuration not stated)	14%
Cn1c(-c2ccc(F)cc2)cnc1NCc1ccccc1	-4%
C=CCOC(=O)N1CCN(c2cccc(C(F)(F)F)c2)CC1	-1%
CCOc1cc(N2CCOCC2)c(OCC)cc1NC(=O)CCS(=O)(=O)c1ccc(Cl)cc1	-1%
O=C(O)COCC(=O)Nc1ccc2c(c1)CCC2	7%
CCNc1ccc(S(=O)(=O)C(F)(F)F)cc1NC(=O)C12CCC(CC1)C2	-4%
Cc1ccc2cccc(Oc3cnccn3)c2n1	-2%
Cc1ccccc1OC(C)c1nc(-c2ccccc2)no1 (configuration not stated)	0%
Fc1ccc(C2=Nn3c(Cc4ccccc4)nnc3SC2)cc1	13%
Cc1ccc2cc(CN(Cc3nnnn3C3CCCC3)C3CCCCC3)c(=O)[nH]c2c1C	-2%
COC(=O)CC1C(=O)NC2CCCCC2N1C(=O)c1ccccc1 (configuration not stated)	-2%
COc1ccc(-n2c(Cc3cccn3C)nnc2SCC(=O)Nc2ccc(C)c(Cl)c2)cc1	12%
Nc1cccc(-c2nc3ccc(N)cc3s2)c1	-3%
CN(C)C(=O)c1ccc(Oc2ccc(C(=O)N(C)C)cc2)cc1	-3%
Cc1cc(SCNC(=O)c2ccccc2)ncn1	3%
CC(C)c1ccc(-c2noc(C3CCCN(C(=O)c4ccc(F)cc4F)C3)n2)cc1 (configuration not stated)	13%
O=S(=O)(c1ccccc1)c1ccccc1/C=N\O	2%
Oc1[nH]c2ccccc2c1C=NCC1CCCO1 (configuration not stated)	0%
O=C(CN1CCOCC1)Nc1cccc(C(=O)Nc2cccc(C(F)(F)F)c2)c1	11%
C=C1C/C(=C\C)C(=O)O[C@@H]2CCN3CC=C(COC(=O)[C@@]1(C)O)[C@H]23	1%[12.8 µM]

Continued; it opens with the five that closed the last part.
SMILES	AmpC det inh
CC(C)c1ccc(-c2noc(C3CCCN(C(=O)c4ccc(F)cc4F)C3)n2)cc1 (configuration not stated)	13%
O=S(=O)(c1ccccc1)c1ccccc1/C=N\O	2%
Oc1[nH]c2ccccc2c1C=NCC1CCCO1 (configuration not stated)	0%
O=C(CN1CCOCC1)Nc1cccc(C(=O)Nc2cccc(C(F)(F)F)c2)c1	11%
C=C1C/C(=C\C)C(=O)O[C@@H]2CCN3CC=C(COC(=O)[C@@]1(C)O)[C@H]23	1%[12.8 µM]
C[C@H]1CC[C@]2(NC1)O[C@@H]1C[C@@H]3[C@@H]4CC=C5C[C@H](O)CC[C@@]5(C)[C@H]4CC[C@@]3(C)[C@H]1[C@@H]2C	0%
NCCOc1ccccn1	1%[5.75 µM]
CCc1nnc(NC(=O)CSc2nnc(CNc3ccc(Cl)cc3)o2)s1	5%
COc1cc(C2c3c(oc4ccccc4c3=O)C(=O)N2CCN2CCOCC2)cc(OC)c1OC (configuration not stated)	0%
Cc1c(Cl)cnc(NC(=O)COC(=O)C(NC(=O)c2ccco2)C(C)C)c1Cl (configuration not stated)	-2%
Cc1ccnc(NS(=O)(=O)c2ccc(NC(=O)C3CCCCC3)cc2)n1	8%
CN(C)C(=O)CSc1cccc2cccnc12	-3%
Cc1cccc(S(=O)(=O)C(C#N)c2nc3ccccc3nc2N2CCOCC2)c1 (configuration not stated)	-3%
Cc1ccc2nsnc2c1S(=O)(=O)N(Cc1cc2cccc(C)c2[nH]c1=O)CC1CCCO1 (configuration not stated)	2%
Cc1ccc(C)c(C(=O)c2c(C)nc3sccn23)c1	3%
O=C(Cc1ccc(F)cc1)N(c1ccc(F)cc1)C1C=CS(=O)(=O)C1 (configuration not stated)	-3%
Cc1ccc2nc(SCC(=O)NCC3CCCO3)c(C#N)cc2c1 (configuration not stated)	0%
Cn1nnc(NC(=O)CSc2ncn[nH]2)n1	10%
COc1ccc(Cl)cc1NC(=O)CSc1nncn1-c1cccnc1	-4%
COC(=O)c1cc(OC)c(OC)cc1NC(=O)CN1CCCCC1	-4%
O=C(c1ccco1)N1CCN(S(=O)(=O)c2cccc(C(F)(F)F)c2)CC1	-5%
Cc1nnc(N2CCc3ccccc3C2)[nH]c1=O	-3%
NNC(=O)[C@@H](O)[C@H](O)[C@H](O)CO	-1%[5.75 µM]
CC(C)[C@@H](CC(=O)N[C@@H]1CCCC[C@H]1C(=O)N[C@H](CC(=O)N[C@@H](CCC(=O)O)CC(=O)O)Cc1ccccc1)NC(=O)C[C@H](Cc1c[nH]c2ccccc12)NC(=O)[C@@H]1CCCC[C@H]1N	15%
CN(C)S(=O)(=O)c1cc(C(=O)NCCCn2ccc3ccccc32)ccc1Cl	-4%
CCC(C)n1[nH]c(=O)cc1N (configuration not stated)	15%
CCCCCCCCN	14%
O=C1C(c2[nH]c3ccccc3c2O)=Nc2ccccc21	11%
CC(=O)NCCNc1nc(-c2ccc(N(C)C)cc2)nc2ccccc12	10%
CCOC(=O)N1CCN(C(=O)c2ccc(CS(=O)(=O)c3ccc(OC)cc3)o2)CC1	8%
O=C(C1CSC2(c3ccc(F)cc3)CCC(=O)N12)N1CCCCCC1 (configuration not stated)	-1%
Cc1c(N=C/C=C2\N(C)c3ccccc3C2(C)C)c(=O)n(-c2ccccc2)n1C	-2%
CCOC(=O)c1cc(-c2ccccc2)sc1NC(=O)C(C)Sc1nnnn1C (configuration not stated)	1%
CCN(C(=O)CSc1ncn[nH]1)c1cccc2ccccc12	-6%
N#CC1=C(SCc2ccccc2)NC(=O)C(C#N)C12CCCC2 (configuration not stated)	6%
O=c1c(-c2cccs2)nc2cnc(Nc3ccccc3)nc2n1C[C@H]1CCCO1	-1%
CCCN(Cc1cc2cc(OC)ccc2[nH]c1=O)C(=O)c1ccncc1	12%
CC(C)OC(=O)C1C(=O)CC(C)(O)C(C(=O)OC(C)C)C1c1cccnc1 (configuration not stated)	-5%
CN1CCCC2(CCN(C(=O)c3cc(C(F)(F)F)cc(C(F)(F)F)c3)CC2)C1	-1%
Cc1nc2c(-c3ccc(F)cc3)c(C)nn2c(N2CCOCC2)c1C	-1%
COc1cccc(N2CCN(C(=O)C3C4C=CC5(CN(Cc6ccccc6Cl)C(=O)C35)O4)CC2)c1 (configuration not stated)	2%
O=C(C1CCCN(S(=O)(=O)c2cnc[nH]2)C1)N1CCN(c2ccc(Cl)cc2)CC1 (configuration not stated)	5%
O=C(c1cccnc1NCc1ccccc1)N1CCOCC1	1%
Cc1nc(N2CCCCC2)c2sc(=S)n(C)c2n1	9%
CCOc1ccc(N(CC(=O)N2CCCC2)S(=O)(=O)c2c(C)noc2C)cc1	9%
Cc1cc(Cl)cc(Cl)c1OCC(=O)NCc1ccco1	-3%
CN(C)c1ccc(NC(=O)c2ccncc2)c2ccccc12	2%
CC(=NCc1cccnc1)c1c(O)n(-c2ccc(C)cc2)c(=O)[nH]c1=O	-2%
COc1cc(NC(=O)CCN2CCN(Cc3ccccc3)CC2)cc(OC)c1	2%
CCCCOC(=O)Nc1ccc(N2CCOCC2)cc1	4%
O=c1c(-c2ccccc2)nc2cnc(Oc3cccc(Cl)c3)nc2n1C1CC1	1%
CCCC(=O)Nc1ccc(C(=O)N2CCCC2)cc1	15%
CC(C)(c1ccc(OCC2CO2)cc1)c1ccc(OCC2CO2)cc1 (configuration not stated)	9%
Cc1nnc(SCC(=O)Nc2cccc(C(F)(F)F)c2)n1Cc1ccco1	-1%
COc1ccc(N2C(=O)C3CCCN3C2c2ccccc2F)cc1 (configuration not stated)	7%
O=C(COc1ccc(Cl)cc1)Nc1ccccc1N1CCOCC1	1%
Cc1cccnc1NC(=O)Nc1cccc(C(F)(F)F)c1	-4%
c1cc2c(cc1-c1cnc3n1CCC3)OCCO2	-1%
COc1ccc(C(=O)N2CCC3(CCN(Cc4ccc(C#N)cc4)CC3)CC2)cc1	0%
CCOC(=O)c1ccc(NC(=O)c2ccc(NS(C)(=O)=O)cc2)cc1	-6%
CC1CCCCC1NC(=O)CSc1nnc(-c2ccccc2)n1N (configuration not stated)	12%
CC(C)c1nnc(NC(=O)c2cccs2)s1	11%
CCCCCCN(C(=O)CCCCCN1C(=O)NC(c2ccc(-c3ccccc3)cc2)C(C(=O)OCc2ccccc2)=C1C)C(C(=O)NCCCC)c1ccc(OCC(=O)OC)c(C(=O)OC)c1 (configuration not stated)	0%
Cc1ccc(OCC(=O)Nc2cccc(-c3nnc(-c4ccccc4)o3)c2)cc1	1%
Cc1noc(C)c1COC(=O)C1COc2ccccc2O1 (configuration not stated)	-1%

An excerpt of these results, bar-delimited:
Molecule | AmpC det inh
CC1CCCCC1NC(=O)CSc1nnc(-c2ccccc2)n1N (configuration not stated) | 12%
CC(C)c1nnc(NC(=O)c2cccs2)s1 | 11%
CCCCCCN(C(=O)CCCCCN1C(=O)NC(c2ccc(-c3ccccc3)cc2)C(C(=O)OCc2ccccc2)=C1C)C(C(=O)NCCCC)c1ccc(OCC(=O)OC)c(C(=O)OC)c1 (configuration not stated) | 0%
Cc1ccc(OCC(=O)Nc2cccc(-c3nnc(-c4ccccc4)o3)c2)cc1 | 1%

Next compounds
SMILES	AmpC det inh
O=C1C2C3c4ccccc4C(c4ccccc43)C2C(=O)N1CN1CCOCC1 (configuration not stated)	-1%
O=C(COc1ccc(Cl)cc1Cl)N1CCCCCC1	0%
O=C1C2C3C=CC(C3)C2C(=O)N1c1ncn[nH]1 (configuration not stated)	-6%
OC(c1ccccc1)C1CN(Cc2ccccc2)CCC1(O)c1ccccc1 (configuration not stated)	-9%
N#Cc1cc2c(nc1SCc1cccnc1)CCCCC2	-6%
Cc1ccc(CCNC(=O)CN2C(=O)COc3ccccc32)cc1	-1%
CC(=O)NS(=O)(=O)c1ccc(NC(=O)CCC2CCCC2)cc1	-1%

A different layout for part of the listing above:
Molecule | AmpC det inh
Cc1ccc(CCNC(=O)CN2C(=O)COc3ccccc32)cc1 | -1%
CC(=O)NS(=O)(=O)c1ccc(NC(=O)CCC2CCCC2)cc1 | -1%

A different layout for three compounds above.
structure,AmpC det inh
O=C1C2C3C=CC(C3)C2C(=O)N1c1ncn[nH]1 (configuration not stated),-6%
OC(c1ccccc1)C1CN(Cc2ccccc2)CCC1(O)c1ccccc1 (configuration not stated),-9%
N#Cc1cc2c(nc1SCc1cccnc1)CCCCC2,-6%

Only part of the results is shown; count on the stated rates, not on these rows.
